Screening data deposited in PubChem BioAssay by National Center for Advancing Translational Sciences (NCATS).
HCV inh: HCV inhibition; Potency, µM (top dose mostly 41.8 µM), for inactives: top-dose activity change, negative = inhibition, actives largely listed as inhibitors; Huh7.5.1 HCVcc-Cre infection, luciferase reporter, 44 h; AID 651820; 340,000 tested, 3.4% active
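Infectious HCV cell culture screen: compound-treated cells (1,000/well, pre-plated 4 h) are infected with HCVcc-Cre at roughly 0.5 moi and grown 44 h. Infection is quantified by luciferase signal after 15 min substrate incubation at room temperature.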
Pf growth 96h: P. falciparum growth inhibition at 96 hours | P. falciparum luciferase reporter growth, 96 h | Potency, µM (highest dose often 28.7 µM), for the others: top-dose activity change, negative = inhibition, most hits filed as inhibitors | 320,000 tested, 6.9% active | AID 504834
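96 h incubation, 37 C, 5% CO2, of luciferase-reporter P. falciparum-infected RBCs (2% hematocrit, 0.05% parasitemia final) with test compounds; endpoint luminescence.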
Pf growth 48h: P. falciparum growth inhibition at 48 hours (one generation); 310,000 tested, 5.9% active; P. falciparum luciferase growth in erythrocytes, 48 h; Potency, µM (titrated, usually from 28.7 µM), without a hit: at the top dose activity change, negative = inhibition, actives largely listed as inhibitors
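Here the parasites carry a stable luciferase gene and grow inside erythrocytes in Albumax-based RPMI medium with compound for one erythrocytic cycle. Activity is scored as loss of luminescent signal.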
LmPK inh: blocks Leishmania mexicana pyruvate kinase activity. Potency, µM (series often up to 57.5 µM), for the others: at the highest dose activity change, negative = inhibition, most hits filed as inhibitors. Q27686. purified LmPK, Kinase-Glo ATP luminescence, 1 h. 290,000 tested, 0.37% active
Target sequence (Q27686 whole entry, looked up): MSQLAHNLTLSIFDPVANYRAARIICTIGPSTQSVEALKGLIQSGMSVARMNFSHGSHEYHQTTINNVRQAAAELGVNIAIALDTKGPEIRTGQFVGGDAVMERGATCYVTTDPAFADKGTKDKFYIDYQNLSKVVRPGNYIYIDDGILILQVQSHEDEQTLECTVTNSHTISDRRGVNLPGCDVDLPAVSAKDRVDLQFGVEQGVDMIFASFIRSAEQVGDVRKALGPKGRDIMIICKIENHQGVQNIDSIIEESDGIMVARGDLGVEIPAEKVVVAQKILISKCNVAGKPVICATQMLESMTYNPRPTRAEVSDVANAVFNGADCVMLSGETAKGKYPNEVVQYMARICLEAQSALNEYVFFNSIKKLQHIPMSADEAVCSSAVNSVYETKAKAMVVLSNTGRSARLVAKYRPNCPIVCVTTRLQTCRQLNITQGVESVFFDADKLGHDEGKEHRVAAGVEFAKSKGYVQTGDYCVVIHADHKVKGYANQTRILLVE
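Screened at intermediate enzyme activity to detect both inhibitors and activators: LmPK at 0.1 nM, with a 0.5 nM enzyme column as activation reference. PEP 0.5 mM, ADP 0.1 mM; ATP detected by luminescence after 1 h.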
Tb PYK inh: inhibitors of Trypanosoma brucei pyruvate kinase | Q57TT1 | TbPYK enzyme, Kinase-Glo Plus ATP luminescence, 45 min | Potency, µM (titrated, usually from 76.8 µM), for the others: at the top dose activity, negative = inhibition, actives largely listed as inhibitors | 410,000 tested, 0.12% active | AID 624173; further: nearly all actives have a fitted effect of over 50% in size
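Luminescence from Kinase-Glo Plus, added after a 45-minute room-temperature reaction, served as the end-point read-out. The enzyme and substrate were preincubated with compound before ADP (130 uM final) initiated turnover. Concentration-effect curves came from normalized qHTS data.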
Sm TGR block: inhibitors of Schistosoma mansoni thioredoxin glutathione reductase; Q962Y6; purified TGR, DTNB reduction, TNB absorbance 405 nm; Potency, µM (titrated, usually from 114 µM), for inactives: top-dose activity change, negative = inhibition, actives largely listed as inhibitors; 360,000 tested, 3% active; further: nearly all actives have a fitted effect of over 60% in size
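First, TGR (20 nM dispensed) and NADPH were mixed with compound. Second, a 15 min room-temperature incubation followed. Third, further NADPH and then DTNB were added to start the reaction. Finally, TNB absorbance was monitored kinetically.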
An asterisk follows results filed as active; ? = inconclusive; . = not tested or not shown; & = joins results of further samples; [ ] = remark or other dose. The call rests on the fitted dose curve; in most records, active means well fitted curve in the direction sought with a large enough effect; inconclusive means small, poorly fitted or top-dose-only effect, or another doubt; inactive means no such curve, though single readings can be large; an effect the other way counts as inactive or inconclusive. On the % scale 0 is the no-effect control and ±100 the full control effect; potency means the concentration at half of the fitted maximal effect.

SMILES | HCV inh | Pf growth 96h | Pf growth 48h | LmPK inh | Tb PYK inh | Sm TGR block
C=CCC1Cc2c(Br)cccc2C(CC=C)N1 (stereo unspecified) | 10% | ? | ? | 3% | -1% | -32%
COc1ccc(C(=O)N2CCN(C(=O)C3COc4ccccc4O3)CC2)cc1OC (stereo unspecified) | 10% | ? | -14% | -9% | 0% | ?
O=C(CN1CCc2ccccc2C1)NCC(=O)Nc1ccc(F)cc1 | 15% | ? | 16% | 2% | -4% | -3%
Cc1ccc(NC(=O)c2ccccc2N(C)S(=O)(=O)c2ccccc2)c(C)c1 | 7% | -12% | -19% | 0% | 4% | -5%
COc1ccccc1NC(=O)Nc1ccc(Br)cn1 | ? | 13% | 36%[activator] | -6% | -11% | 1%
O=[N+]([O-])c1ccc(OCc2cccc(COc3ccc([N+](=O)[O-])cc3)n2)cc1 | 8% | ? | 13% | -2% | -7% | -4%
COc1ccccc1OCc1csc(N)n1 | 11% | 6% | 51%[activator] | 2% | -9% | 0%
Cc1cc(C)nc(SCc2ccc(C(=O)N/N=C/c3ccccc3C(=O)O)cc2)n1 | -14% | -7% | -10% | 3% | -6% | -7%
Cc1ccnc(SCC(=O)c2ccc(Br)s2)n1 | -12% | 6% | 36%[activator] | -6% | -8% | 26%
Cc1nc(N[C@@H](Cc2c[nH]c3ccccc23)C(=O)O)c2oc3ccccc3c2n1 | 0% | ? | 5% | 4% | -11% | -34%
Cc1ccc(-c2nnn(CC(=O)N(c3ccccc3F)C(C(=O)NCC3CCCO3)c3c[nH]c4ccccc34)n2)cc1 (stereo unspecified) | ? | 12µM* | 12µM* | -3% | -8% | -1%
C[C@@]12CC[C@H]3OC(=O)C=C3C1CC[C@@]13CC(CCC12)[C@](CO)(O[C@H]1O[C@H](CO)[C@@H](O)[C@H](O)[C@H]1O)C3 (stereo partly specified) | 1% | 20% | -5% | . | 0% | 0%
Cc1nc(Cl)c(C(=O)NC(C)(C)C)c(C)c1Cl | 30% | -4% | 11% | -8% | -6% | -7%
COc1ccc2cnnc(SCC(=O)Nc3ccc(C(C)=O)cc3)c2c1OC | 2% | 76%[activator] | 3% | 1% | -13% | -1%
COc1cc(NC(=O)c2ccnc(N)c2)cc(C(=O)Nc2cccc(C(F)(F)F)c2)c1 | -26% | 1.9µM* | 2.1µM* | 0% | 3% | -9%
CC1=C(C)CC(C(=O)NNC(=O)c2cccc(Cl)c2)C(C(=O)O)C1 (stereo unspecified) | 17% | 3% | 11% | 2% | -16% | 5%
COc1cccc(-c2nnc3n2N=C(c2cccc(Br)c2)CS3)c1 | 6% | ? | 4% | 2% | 1% | ?
O=C(NCc1cccnc1)C1CC(=O)N(CCc2ccccc2)C1 (stereo unspecified) | 8% | -43% | . | 7% | 3% | 84%[activator]
CC(C)CC(O)C1CCN(C(=O)CCc2nnc(-c3ccc4c(c3)OCO4)o2)CC1 (stereo unspecified) | 8% | 27% | -7% | -9% | 4% | 0%
O=C(N/N=C/c1ccc[nH]1)c1ccccc1[N+](=O)[O-] | 20% | ? | 16% | 0% | -6% | -7%

11 entries from above, in CSV form.
SMILES,HCV inh,Pf growth 96h,Pf growth 48h,LmPK inh,Tb PYK inh,Sm TGR block
COc1ccc(C(=O)N2CCN(C(=O)C3COc4ccccc4O3)CC2)cc1OC (stereo unspecified),10%,?,-14%,-9%,0%,?
O=C(CN1CCc2ccccc2C1)NCC(=O)Nc1ccc(F)cc1,15%,?,16%,2%,-4%,-3%
Cc1ccc(NC(=O)c2ccccc2N(C)S(=O)(=O)c2ccccc2)c(C)c1,7%,-12%,-19%,0%,4%,-5%
COc1ccccc1NC(=O)Nc1ccc(Br)cn1,?,13%,36%[activator],-6%,-11%,1%
O=[N+]([O-])c1ccc(OCc2cccc(COc3ccc([N+](=O)[O-])cc3)n2)cc1,8%,?,13%,-2%,-7%,-4%
COc1ccccc1OCc1csc(N)n1,11%,6%,51%[activator],2%,-9%,0%
Cc1cc(C)nc(SCc2ccc(C(=O)N/N=C/c3ccccc3C(=O)O)cc2)n1,-14%,-7%,-10%,3%,-6%,-7%
Cc1ccnc(SCC(=O)c2ccc(Br)s2)n1,-12%,6%,36%[activator],-6%,-8%,26%
Cc1nc(N[C@@H](Cc2c[nH]c3ccccc23)C(=O)O)c2oc3ccccc3c2n1,0%,?,5%,4%,-11%,-34%
Cc1ccc(-c2nnn(CC(=O)N(c3ccccc3F)C(C(=O)NCC3CCCO3)c3c[nH]c4ccccc34)n2)cc1 (stereo unspecified),?,12µM*,12µM*,-3%,-8%,-1%
C[C@@]12CC[C@H]3OC(=O)C=C3C1CC[C@@]13CC(CCC12)[C@](CO)(O[C@H]1O[C@H](CO)[C@@H](O)[C@H](O)[C@H]1O)C3 (stereo partly specified),1%,20%,-5%,.,0%,0%

Additional structures follow:
SMILES | HCV inh | Pf growth 96h | Pf growth 48h | LmPK inh | Tb PYK inh | Sm TGR block
O=[N+]([O-])c1ccc2oc(-c3ccccc3)nc2c1 | -22% | 1% | 237%[activator] | 1% | 2% | -6%
O=C(NCc1cccs1)C1CCN(c2ccc(S(=O)(=O)N3CCOCC3)cc2Cl)CC1 | 11% | ? | 4.7µM* | -1% | 8% | 0%
Cc1ccc(S(=O)(=O)Nc2ccc(C(=O)N3CCN(c4ccccc4O)CC3)cc2)cc1[N+](=O)[O-] | 9% | -84% | 15µM* | . | -9% | -34%
O=C(CSc1nccc(-c2cccs2)n1)Nc1cccc(Cl)c1Cl | ? | 0% | 20% | 3% | -7% | 3%
O=C(c1cnn(-c2cccc(F)c2)c1)c1ccccc1O | 7% | 142%[activator] | 69%[activator] | 0% | 0% | 3%
O=C(Cn1nc(-c2ccc(Cl)cc2)ccc1=O)NCc1ccc2c(c1)OCO2 | 1% | 11% | . | 3% | 0% | 0%
Cc1c(C(=O)N(C)C(C)c2ccncn2)oc2c(F)cccc12 (stereo unspecified) | 12% | -1% | -14% | -3% | 5% | 0%
O=S(=O)(c1cccc(F)c1)N1CCc2sccc2C1c1ccc(OC(F)(F)F)cc1 (stereo unspecified) | ? | ? | 13µM* | 3% | -4% | -5%
N#Cc1cccc(NC(=O)CSc2ccc3c4c(cccc24)C(=O)c2ccccc2-3)c1 | 8.9µM* | 54%[activator] | . | 3% | -7% | -3%
Cc1cccc(OCCCC(=O)O)c1 | 6% | -5% | -1% | -12% | -9% | -8%
CC(C)(C)OC(=O)N1CCN(c2ccc([N+](=O)[O-])cc2)CC1 | 13% | 7% | -3% | -1% | -10% | 3%
Cc1ccccc1Cn1c(-c2ccc(=O)[nH]c2)nc2ccccc21 | 4% | 7.4µM* | 12µM* | 13% | -2% | -3%
C(=N\Nc1nc2ccccc2s1)/c1ccco1 | -5% | 26% | 111%[activator] | -21% | 3% | 6%
CC(C)(C)OC(=O)NCCc1nnc(SCc2ccc(Cl)cc2Cl)o1 | 13% | -1% | ? | 7% | -4% | 5%
Cc1c(Cl)cc(-n2cnnn2)cc1[N+](=O)[O-] | 6% | 9% | 5% | -3% | -3% | -30%
CCCN(CCC)Cc1c(C(=O)N/N=C/c2c[nH]c3ccccc23)nnn1-c1nonc1N | 5% | 9.3µM* | 5% | 4% | -1% | 0%
CCc1nc(OCC(=O)c2ccccc2)c(C#N)c2c1COC(C)(C)C2 | ? | 12µM* | . | 3% | 9% | 33%
CC(C)(O)C#Cc1ccc(C(=O)N2CCN(C(=O)c3ccco3)CC2)cc1 | -15% | . | 6% | 0% | -1% | -20%
CCOC(=O)N1CCC(Nc2c(NCCCN3CCN(c4ccc(OC)cc4)CC3)c(=O)c2=O)CC1 | 1% | -18% | -27% | -1% | -4% | 7%
O=C1NN(c2ccccc2)C(=O)/C1=C/c1cccs1 | -3% | 39%[activator] | 16% | -7% | . | -15%
COc1ccc(-c2cc(N)n(S(=O)(=O)Cc3ccccc3)n2)c(OC)c1 | 1% | -18% | -11% | 5% | 1% | -3%
O=C(CSc1ccc(-c2cccnc2)nn1)Nc1ccc(Br)cc1 | 13µM* | ? | -17% | -4% | 1% | -23%
Cc1ccc(C(=O)Nc2ccc(N3CCOCC3)cc2)cc1 | ? | ? | ? | -7% | 0% | -8%
COc1cc2[nH]c(=O)n(CCCCCC(=O)NCCCN3CCCC3=O)c(=O)c2cc1OC | 9%&21% | ? | ? | -1% | 6% | -19%
CCOc1ccc(N(CC(=O)Nc2ccccc2F)S(=O)(=O)c2c(C)[nH]c(=O)[nH]c2=O)cc1 | 13% | 11% | 13% | 7% | -3% | 0%
CC(c1ccccc1)n1c(-c2ccccc2F)n[nH]c1=S (stereo unspecified) | 13% | 32%[activator] | -2% | ? | ? | -15%
O=C(C1CCC1)N1CCc2cc(S(=O)(=O)NC3CCCC3)ccc21 | -17% | ? | 8% | -4% | -7% | -19%
CCOc1ccc(CCNC(=O)CS(=O)(=O)Cc2nc(-c3ccccc3F)oc2C)cc1 | 10µM* | ? | -19% | 5% | 1% | ?
COCCCn1c(=O)/c(=C\c2ccccc2OC(C)C)s/c1=C(/C#N)C(=O)Nc1ccc(C(=O)O)cc1 | 3% | 1.5µM* | 1.9µM* | -3% | -7% | 22%
CC1(C)C2CC=C(/C=N/NC(=O)c3ccccc3Br)C1C2 (stereo unspecified) | 6% | ? | -21% | 0% | -2% | -15%
CCc1ccc(-c2cc(C(F)(F)F)n3nc(C(=O)Nc4cnn(Cc5ccccc5C)c4)cc3n2)s1 | ? | ? | ? | -4% | -6% | 4%
CCOC(=O)C1CCN(c2nc(-c3ccccc3)nc3c2oc2ccccc23)CC1 | -9% | . | ? | 0% | 11% | -10%
Cc1ccc(CNC(=O)C(CCC(N)=O)NC(=O)OCc2ccccc2)cc1 (stereo unspecified) | 15% | 11% | 5% | 1% | 2% | -5%
COc1cc(=O)[nH]c(SCc2c(F)c(F)c(F)c(F)c2F)n1 | 13% | . | 6% | 6% | -7% | -5%
Cc1cccc(NC(=O)COc2nsnc2N2CCOCC2)c1 | ? | 102%[activator] | 44%[activator] | 2% | 1% | 9%
O=C(c1ccc2c(c1)OCO2)C1CCCN(Cc2c(F)ccc(F)c2F)C1 (stereo unspecified) | 4% | ? | -9% | -1% | 0% | -6%
Cc1cc(=O)c(C(=O)O)nn1-c1ccccc1 | 23% | 51%[activator] | 26% | 0% | -1% | 0%
CCN(CC(=O)NC(C)C)C(=O)CCNC(=O)c1ccc(Cl)cc1 | -1% | ? | -1% | 0% | 0% | 5%
O=C(COc1ccc(Cl)cc1)NCc1nnc(SCC(=O)NCC2CCCO2)o1 (stereo unspecified) | 3% | ? | -2% | 3% | -1% | 0%
O=C(Cc1ccccc1F)NCC(=O)Nc1ccccc1Br | 2% | 35%[activator] | 7% | 0% | 5% | 0%
CCO[C@H]1OC(C(=O)NCc2nc3ccccc3[nH]2)=C[C@@H](C2CC2)[C@@H]1CCCO | -25% | -5% | 19% | -1% | -4% | -1%
Cc1cccc(NC(=O)CN2CCC(C(=O)c3ccc4c(c3)OCCO4)CC2)c1 | ? | 8% | -21% | -6% | -2% | 15%
CNC(=O)C(=O)NCCC1CCCCN1S(=O)(=O)c1cccs1 (stereo unspecified) | 11% | 2% | 13% | . | 6% | -3%
COc1ccccc1NC(=O)CSc1nnc(COc2ccc(Cl)cc2)n1Cc1ccco1 | 11µM* | 0% | ? | 0% | -8% | ?
CC(=O)c1c(C)nc(-c2ccc(Cl)cc2)nc1N=CN(C)C | 1% | ? | 143%[activator] | 7% | 0% | -27%
CC(=O)c1cc(NC(=O)c2ccccc2)c(=O)oc1/C=C/N(C)C | 3% | 7% | 14% | -15% | 0% | ?
